Compound activity as filed in PubChem BioAssay.
CaV13 FRET inh: Primary screen for inhibitors of IQ motif and Ca2+-dependent inactivation inhibitor domain binding in CACNA1D, Förster resonance energy transfer in living cells, …; hit rate 0.098% among 340,000; HEK cells, CFP/YFP FRET ICDI-IQ, plate reader, 10 min; percent FRET-ratio fall versus neutral wells; inhibition, % at 12.3 µM;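 active = mean replicate inhibition of at least 30% and at least 1% of replicates passing that level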;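 also: 0% = median of the neutral control wells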
ABCB6 inh MLPCN: ABCB6 transporter inhibitors, primary screen, K562-ABCB6 cells, flow cytometry, MLPCN library | ATP-binding cassette sub-family B member 6 (Homo sapiens), Q9NP58 | K562-ABCB6 porphyrin accumulation, 1 h; active compounds read low | fluorescence ratio to DMSO, % at 10 µM | hit rate 0.19% among 360,000 | AID 602162, 2011;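 active = fluorescence ratio to DMSO below 75%, the collection mean minus 3 SD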;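 also: signal is porphyrin accumulated inside mitochondria; 100% equals median channel fluorescence of DMSO control wells; lower ratio means ABCB6 inhibition with less porphyrin fluorescence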
Target sequence (Q9NP58 whole entry, looked up): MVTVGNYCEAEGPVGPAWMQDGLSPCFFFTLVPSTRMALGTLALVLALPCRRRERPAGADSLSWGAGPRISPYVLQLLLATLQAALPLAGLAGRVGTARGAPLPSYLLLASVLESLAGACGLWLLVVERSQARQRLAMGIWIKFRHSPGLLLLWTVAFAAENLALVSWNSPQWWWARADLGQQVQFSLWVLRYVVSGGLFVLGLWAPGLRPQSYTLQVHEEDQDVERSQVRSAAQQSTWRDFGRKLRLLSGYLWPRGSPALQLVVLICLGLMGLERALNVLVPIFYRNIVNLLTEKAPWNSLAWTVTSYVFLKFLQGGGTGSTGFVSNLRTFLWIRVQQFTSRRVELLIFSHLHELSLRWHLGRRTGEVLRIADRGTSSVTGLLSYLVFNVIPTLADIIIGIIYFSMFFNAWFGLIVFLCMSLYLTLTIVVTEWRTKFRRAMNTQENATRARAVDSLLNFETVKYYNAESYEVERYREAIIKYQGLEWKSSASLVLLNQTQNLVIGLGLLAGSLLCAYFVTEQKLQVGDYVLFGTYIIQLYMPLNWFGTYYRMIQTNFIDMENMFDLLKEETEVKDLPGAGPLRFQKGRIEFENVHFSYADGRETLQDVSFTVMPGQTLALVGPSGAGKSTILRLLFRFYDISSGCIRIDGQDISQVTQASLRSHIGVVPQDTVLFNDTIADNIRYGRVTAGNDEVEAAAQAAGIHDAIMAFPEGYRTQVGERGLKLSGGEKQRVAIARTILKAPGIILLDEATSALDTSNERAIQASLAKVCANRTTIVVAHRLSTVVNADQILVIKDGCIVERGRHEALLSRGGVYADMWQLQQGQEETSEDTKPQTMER
Cardio protect: cardioprotection against H2O2-induced cell death, primary screen, uHTS, H9c2 cells, ATPLite luminescence; H9c2 cardiomyocytes, H2O2 injury protection, 2 h; protection from H2O2 cell death, % at 20 µM; hit rate 0.63% among 360,000;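 active = compounds giving at least 50% protection of heart cells from peroxide-induced death in the single-dose screen, raw or plate-pattern-corrected value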;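 also: 0% = DMSO wells with peroxide and 100% = DMSO wells without peroxide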
aDG glyco up: activators of alpha-DG glycosylation, primary screen, uHTS, Pro5-aDG cells, AlphaScreen. alpha-DG glycosylation AlphaScreen (IIH6); 0% Pro5, 100% B10-LARGE cell signal. activation, % at 10 µM. hit rate 0.22% among 360,000. AID 624168, 2012;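 active = activation of at least 8% versus controls, or a plate z-score of at least 8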;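 also: Pro5 are CHO cells carrying HIG-tagged alpha-DG that lacks glycosylation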
MC4R antagonist: MC4R antagonists of cAMP signaling, primary screen, cell-based, TR-FRET, antagonist arm of biased-ligand search; MC4R-expressing cells, MTII-stimulated cAMP, LANCE TR-FRET; Melanocortin receptor 4 (Homo sapiens), P32245; hit rate 0.48% among 360,000; inhibition, % at 6.5 µM;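 active = inhibition above its plate's cutoff, the mean of tested wells on that plate plus 3 SD, cut at about 29% in these data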;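 also: 0% = Melanotan II alone and 100% = Melanotan II plus saturating MCL0020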
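System: U2OS cells stably expressing human melanocortin 4 receptor (MC4R). Reagent: Melanotan II challenge after compound preincubation. Doses: 6.5 µM. Times: 30-min compound, 1-h challenge, 1-h detection, room temperature. Measured by: TR-FRET with Eu-cAMP and labeled anti-cAMP, 671 nm. Replicates: singlicate.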
MC4R ag barr: MC4R agonists recruiting beta-arrestin, primary screen, cell-based, luminescence, agonist arm of biased-ligand search. U2OS MC4R beta-arrestin complementation; percent of melanotan II response, DMSO zero. Melanocortin receptor 4 (Homo sapiens), P32245. activation, % at 8.9 µM. hit rate 0.98% among 360,000;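 active = activation above a per-plate cutoff, the mean activation of sample wells on that plate plus 3 SD, cut at about 8% in these data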
HTR2A ag: mouse Htr2a agonists via beta-arrestin recruitment, primary screen, cell-based, luminescence | 5-hydroxytryptamine receptor 2A (Mus musculus), P35363 | hit rate 0.66% among 360,000 | AID 624169, 2012 | CHO-K1 mHTR2A beta-arrestin complementation; percent of 30 µM serotonin response | activation, % at 7.6 µM;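 active = activation above a run cutoff, the mean activation of all tested compounds plus 3 SD, cut at about 14% in these data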;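 also: 0% = plate median of compound wells and 100% = 30 µM serotonin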
N-glyco inh: increase of ERlucT glycosylation luciferase signal, primary screen, N-linked glycosylation inhibitor project, D54 ERlucT cells, luminescence, set 2. reporter increase, % at 12.5 µM. hit rate 0.23% among 360,000. D54 ERlucT glycosylation luciferase reporter, 24 h; percent of 100 nM tunicamycin response;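 active = mean luciferase reporter signal, scaled so untreated is 0 and the glycosylation-blocking control 100, at or above a set limit in every replicate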;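 also: luciferase carries N-glycosylation sites so blocking glycosylation raises the light; 0% = median of neutral control wells and 100% = median of 100 nM tunicamycin wells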
Vif imaging: HIV Vif self-association inhibitors, primary screen, imaging, HEK293T, single point | HEK293T cells, Vif self-association by quenched fluorescence, 24 h | inhibition, % at 7.49 µM | hit rate 0.35% among 340,000 | AID 602346, 2012; in the data active = inhibition above about 50%, passing the limit was not always enough; also: some results filed as inactive read as strong as hits
PDI inh: inhibitors of human PDI, primary screen, biochemical, turbidity, single point, plate reader; Protein disulfide-isomerase (Homo sapiens), P07237; PDI insulin aggregation turbidity, A650, 90 min; hit rate 0.052% among 350,000; AID 588391, 2011; inhibition, % at 10 µM;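 active = mean inhibition across replicates of 30% or more, whatever share of single replicates reach that level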;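 also: absorbance from insulin aggregation driven by PDI reduction with DTT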
The depositor's hits bear a star; · = not tested or not shown.

SMILES	CaV13 FRET inh	ABCB6 inh MLPCN	Cardio protect	aDG glyco up	MC4R antagonist	MC4R ag barr	HTR2A ag	N-glyco inh	Vif imaging	PDI inh
COc1ccc(C(=O)Oc2ccc(C(C)=O)cc2)c(OC)c1	-3	96	19	-0.2	1	-0.1	-4	0	15	-11
COc1ccc(C=Nc2cccnc2N)cc1	·	101	-3	0.1	-2	-0.2	5	0	-14	-4
O=S(=O)(NCCO)c1cccc2cccnc12	15	100	1	0.0	-3	-1.5	-3	0	17	15
COc1ccccc1/C=N/NC(=O)c1ccc(N(C)S(=O)(=O)c2ccccc2)cc1	-5	104	1	-0.5	10	-1.2	-2	-1	-2	-6
Cc1ccc(CN(CC(=O)NC2CCCCC2)C(=O)c2csnn2)cc1	-3	96	-2	0.1	17	1.6	4	-1	4	-2
O=S(=O)(c1ccc(NC(=S)NCc2cccnc2)cc1)N1CCCCC1	-4	92	-10	1.2	14	0.6	-7	-3	-12	2
COc1ccc(-n2c(SCC(=O)Nc3cc(C)on3)nc3c(c2=O)SCC3)cc1OC	-3	97	0	0.1	12	-0.5	23*	0	-2	-1
CCCN(CCC)CCCNC(=O)CC1Nc2ccccc2NC1=O (stereo unspecified)	·	99	12	-0.2	-1	-2.3	4	2	1	-3
CCC1CCCCN1C(=O)c1c(-c2ccccc2)noc1C (stereo unspecified)	·	107	0	0.3	3	0.0	-4	-2	9	9
CC(NC(=O)COC(=O)c1ccc(Cl)cc1O)c1ccc(F)cc1 (stereo unspecified)	-4	97	-15	-0.2	6	-0.5	5	3	-6	-4
O=C(NN1C(=O)C2C3C=CC(C4CC34)C2C1=O)c1ccc(Cl)c(Cl)c1 (stereo unspecified)	-18	103	-2	-0.1	6	-1.2	-4	-1	1	-1
CN1CCN(c2ccccc2NC(=O)c2ccc(F)cc2)CC1	-5	96	3	0.1	-3	0.5	-7	-3	6	-6
Cc1ccc(-c2c(C)sc(=NC(=O)c3ccco3)n2C)cc1	·	101	-18	0.5	-4	-0.8	-2	-11	21	-2
CC(=O)N1CCc2c(sc(NC(=O)Cc3ccccc3)c2C#N)C1	-4	99	-2	0.0	2	-1.6	2	8	-5	-19
Cc1ccc2c(c1)sc1nc(=O)n(-c3cccc(Cl)c3)c(=O)n12	-6	101	-7	-0.2	-2	0.2	1	-2	-3	-3
S=C(NC1CCCC1)N1CCN(c2ncccn2)CC1	-6	102	-1	-0.1	-4	-1.1	-3	1	3	-4
CCn1c(SCc2cc(=O)[nH]c3ccccc23)nnc1C1CC1	-7	106	0	-0.1	-22	-1.4	-1	1	11	-19
O=C(C1=C[C@@H](c2ccccc2)C[C@@H](OCc2ccc(CO)cc2)O1)N1CCN(Cc2ccc3c(c2)OCO3)CC1	-4	97	6	-0.6	7	0.1	-2	9	5	5
C/C(=N\Nc1cc(C(F)(F)F)ccc1Cl)c1ccncc1	-5	172	-3	0.0	10	2.0	-2	3	1	4
O=C(COC(=O)c1c2c(nc3ccccc13)/C(=C/c1cccc([N+](=O)[O-])c1)CCC2)NC1CCS(=O)(=O)C1 (stereo unspecified)	-7	92	59*	-0.2	8	-0.9	1	4	-11	0
Cc1ccc(/C=C/C(=O)O)cc1S(=O)(=O)N1CCCc2ccccc21	-15	94	4	0.0	2	-1.6	-2	1	2	-1
Cc1cccc(OCC(=O)NCCNC(=O)c2cnccn2)c1	-3	103	-1	0.0	16	0.1	-7	1	-18	2
O=C(COC(=O)c1ccc2c(c1)OCCO2)NCc1ccccc1Cl	-6	99	-2	-0.3	12	0.3	3	-1	-9	1
O=C(NCCSCc1ccccc1)c1cc(S(=O)(=O)N2CCOCC2)ccc1F	-4	97	-4	-0.1	1	1.9	-1	-3	0	-15
CCc1noc(C)c1C(=O)N1CCCC(C(=O)c2ccc(OC)c(F)c2)C1 (stereo unspecified)	-5	106	-6	-0.2	4	0.3	-2	2	0	-1

3 compounds from above with just N-glyco inh.
Structure,N-glyco inh
O=S(=O)(c1ccc(NC(=S)NCc2cccnc2)cc1)N1CCCCC1,-3
COc1ccc(-n2c(SCC(=O)Nc3cc(C)on3)nc3c(c2=O)SCC3)cc1OC,0
CCCN(CCC)CCCNC(=O)CC1Nc2ccccc2NC1=O (stereo unspecified),2

A second format for two compounds above.
CCCN(CCC)CCCNC(=O)CC1Nc2ccccc2NC1=O (stereo unspecified)
- CaV13 FRET inh = ·
- ABCB6 inh MLPCN = 99
- Cardio protect = 12
- aDG glyco up = -0.2
- MC4R antagonist = -1
- MC4R ag barr = -2.3
- HTR2A ag = 4
- N-glyco inh = 2
- Vif imaging = 1
- PDI inh = -3
CC(NC(=O)COC(=O)c1ccc(Cl)cc1O)c1ccc(F)cc1 (stereo unspecified)
- CaV13 FRET inh = -4
- ABCB6 inh MLPCN = 97
- Cardio protect = -15
- aDG glyco up = -0.2
- MC4R antagonist = 6
- MC4R ag barr = -0.5
- HTR2A ag = 5
- N-glyco inh = 3
- Vif imaging = -6
- PDI inh = -4

Ordered by number of heavy atoms (lowest first): four of the compounds above
SMILES	CaV13 FRET inh	ABCB6 inh MLPCN	Cardio protect	aDG glyco up	MC4R antagonist	MC4R ag barr	HTR2A ag	N-glyco inh	Vif imaging	PDI inh
Cc1ccc(-c2c(C)sc(=NC(=O)c3ccco3)n2C)cc1	·	101	-18	0.5	-4	-0.8	-2	-11	21	-2
Cc1ccc(/C=C/C(=O)O)cc1S(=O)(=O)N1CCCc2ccccc21	-15	94	4	0.0	2	-1.6	-2	1	2	-1
Cc1ccc(CN(CC(=O)NC2CCCCC2)C(=O)c2csnn2)cc1	-3	96	-2	0.1	17	1.6	4	-1	4	-2
COc1ccc(-n2c(SCC(=O)Nc3cc(C)on3)nc3c(c2=O)SCC3)cc1OC	-3	97	0	0.1	12	-0.5	23*	0	-2	-1

Next section.
SMILES	CaV13 FRET inh	ABCB6 inh MLPCN	Cardio protect	aDG glyco up	MC4R antagonist	MC4R ag barr	HTR2A ag	N-glyco inh	Vif imaging	PDI inh
Cc1cccc(Cc2nnc(CCC(=O)N(C)Cc3ccncc3C)o2)c1	1	99	-9	0.0	20	-0.7	-2	0	-3	5
CC(Sc1nnc(NC2CC2)s1)C(=O)Nc1ccc(N2CCOCC2)cc1 (stereo unspecified)	·	101	0	0.1	14	-2.5	4	-1	8	3
Cc1cc(C)nc(NC2=NCC(=O)N2c2cccc(Cl)c2)n1	-3	100	4	-0.2	-1	-1.3	2	0	-4	-4
CCSc1nc2c(c(=O)[nH]1)C(c1ccc(C)cc1)C1=C(CCCC1=O)N2 (stereo unspecified)	-5	99	6	0.0	23	-2.1	-1	-2	6	-4
CCSc1nnc(NC(=O)CSc2nc3c(c(=O)n2C)SC(C)C3)s1 (stereo unspecified)	·	99	-6	0.3	14	0.4	3	2	-60	-3
COc1ccc2nc(SCC(=O)NCc3ccccc3)[nH]c2c1	-21	97	-6	-0.2	-6	-0.4	0	0	-1	7
COC(=O)c1ccc(N2C(c3cc(OC)cc(OC)c3)=Cc3ccc(OC)cc3C2CC(=O)c2ccco2)cc1 (stereo unspecified)	-10	98	·	-0.6	·	·	7	·	·	·
Cc1ccccc1OCC(=O)OCC(=O)c1cc(C)n(C2CC2)c1C	-6	102	-4	0.0	9	0.1	5	1	-4	5
COC(=O)c1cc(S(=O)(=O)N(C)C2CCCCC2)c[nH]1	-2	101	1	-0.2	-3	-0.8	6	-2	-6	-7
N=c1c(C(=O)NCC2CCCO2)cc2c(=O)n3ccccc3nc2n1Cc1ccco1 (stereo unspecified)	-6	92	10	0.2	4	-0.4	-4	1	-4	1
CC(=O)Nc1ccc(S(=O)(=O)NCCSc2ccccn2)cc1	·	89	0	0.1	-3	-2.2	3	1	16	-18
Cc1c(N=C2C=CC(=O)c3ccccc32)c(=O)n(-c2ccccc2)n1C	-1	104	-26	-0.2	-16	-0.9	-5	4	-3	-7
CCOc1ccc(C(=O)NC(=S)Nc2cccnc2)cc1[N+](=O)[O-]	-1	98	-3	1.3	2	-0.9	2	3	7	-3
Cc1cc(C)cc(N2CCCn3c2nc2c3c(=O)n(CC(=O)OCc3ccccc3)c(=O)n2C)c1	-8	100	3	0.0	14	3.1	4	3	-1	1
Cc1c(Cl)cccc1Nc1n[nH]c(=S)s1	-10	104	7	0.0	4	-3.8	6	3	3	-1
Cc1nn(-c2ccccc2Cl)c(Cl)c1/C=N/Nc1nc2ccccc2s1	-5	66*	-9	-0.3	1	-0.3	3	-21	-1	1
CCOC(=O)N1CCN(C(=O)c2cc(OCC)c(OCC)c(OCC)c2)CC1	-7	90	2	0.4	-4	2.8	13	-1	-2	-4
COc1ccc(/C(C)=N/NC(=O)c2ccc(CSc3nncn3C)cc2)cc1	5	98	-4	-0.1	5	-0.9	0	3	3	-2
